Assay outcomes: PubChem BioAssay, Sanford-Burnham Center for Chemical Genomics
Apaf1 inhib: human Apaf-1 inhibition; 330,000 tested, 0.71% active; AID 489030; O14727; inhibition, % at 20 µM; reconstituted apoptosome caspase-3 activity, DEVD-Rh110 fluorescence; active = inhibition of at least 40% at 20 µM;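 note: plate controls were DMSO wells for no effect and DEVD-CHO caspase inhibitor wells for full effect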
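Assay system – apoptosome proteins · Medium – Hepes buffer, pH 7.5 · Also added – cytochrome c with DEVD-Rh110 · Timing – 30 min compound preincubation, 50 min activation, room temperature · Detection – Rh110 fluorescence, excitation 480 nm, emission 540 nm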
697 NFkB inh: lowers PMA/ionomycin-induced NF-kB signal in 697 B cells | 697 B-cell NF-kB luciferase reporter, 16 h | inhibition, % at 4 µM | 330,000 tested, 0.33% active | AID 435022; in the data active = inhibition above about 35%
SENP8 block: blocks the human protease SENP8; Q96LD8; purified SENP8, Z-RLRGG-aminoluciferin cleavage, luminescence; inhibition, % at 10 µM; 330,000 tested, 1.2% active; AID 2540
Target sequence (Q96LD8 whole entry, looked up): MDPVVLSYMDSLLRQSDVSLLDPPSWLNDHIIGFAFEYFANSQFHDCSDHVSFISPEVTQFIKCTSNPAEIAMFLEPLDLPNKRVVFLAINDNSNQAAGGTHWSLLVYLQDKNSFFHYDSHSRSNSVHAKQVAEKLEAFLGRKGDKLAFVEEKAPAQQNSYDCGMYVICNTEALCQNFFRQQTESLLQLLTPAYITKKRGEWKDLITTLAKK
Jurkat NFkB inh: lowers PMA/ionomycin-induced NF-kB signal in Jurkat cells; PMA/ionomycin-induced NF-kB luciferase reporter, luminescence; inhibition, % at 4 µM; 330,000 tested, 0.53% active; AID 435003
EBI2 antag: EBI2 (human) antagonism; EBI2 beta-arrestin recruitment, luminescence, 7a,25-OHC stimulated; inhibition, % at 5 µM; 360,000 tested, 0.81% active; in the data active = inhibition above about 38%;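 note: enzyme fragment complementation signal reports receptor beta-arrestin coupling in cells; 0% = agonist plus DMSO wells and 100% = wells without agonist; some results beyond the cut were filed as inactive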
Target sequence (P32249 whole entry, looked up, the tested form may be a part): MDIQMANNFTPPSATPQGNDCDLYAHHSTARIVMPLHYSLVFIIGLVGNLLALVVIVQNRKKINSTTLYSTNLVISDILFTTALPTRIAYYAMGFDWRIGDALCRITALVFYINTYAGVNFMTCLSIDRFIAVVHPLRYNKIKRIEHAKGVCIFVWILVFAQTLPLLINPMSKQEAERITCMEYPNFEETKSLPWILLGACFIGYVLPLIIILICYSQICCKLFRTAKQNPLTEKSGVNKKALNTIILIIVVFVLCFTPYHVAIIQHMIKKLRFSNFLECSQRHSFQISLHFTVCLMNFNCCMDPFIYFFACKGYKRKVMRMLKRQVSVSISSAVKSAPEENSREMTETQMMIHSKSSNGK
UBC13 inh: human UBC13 polyubiquitination inhibition; P61088; UBC13 polyubiquitin chain formation, TR-FRET; inhibition, % at 20 µM; 330,000 tested, 0.47% active; AID 485273; in the data active = inhibition above about 45%, passing the limit was not always enough
Target sequence (P61088 whole entry, looked up): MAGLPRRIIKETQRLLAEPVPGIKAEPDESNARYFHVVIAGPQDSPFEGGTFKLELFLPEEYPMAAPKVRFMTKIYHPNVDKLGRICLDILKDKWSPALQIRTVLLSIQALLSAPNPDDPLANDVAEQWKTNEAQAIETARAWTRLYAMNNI
Gli-Sufu block: antagonists of Gli-Sufu signaling | Sufu-KO-LIGHT fibroblasts, Gli luciferase reporter luminescence | inhibition, % at 5 µM | 340,000 tested, 0.74% active | AID 588413;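 active = inhibition above about 55%, limit read from the data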;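 note: 0% = DMSO-treated cells and 100% = wells with medium but no cells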
CCR6 antag: antagonists of human CCR6 receptor; CHO-K1 CCR6 PathHunter beta-arrestin, luminescence, CCL20-stimulated; inhibition, % at 20 µM; 340,000 tested, 0.49% active;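 active = compounds whose inhibition of the agonist-driven luminescence signal at 20 µM reaches about 50%, limit read from the data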;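 note: cells stimulated with CCL20 at 14 nM final; plate controls were DMSO with CCL20 for no effect and DMSO without agonist for full effect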
* marks the source's active call; other numbers are inactive results; x = no result given. Cut-off read from the data, not from the text of the source, unless noted: active = inhibition above about 50%; inactive = the rest. An excerpt, so the mix of outcomes need not match the whole.

Start of the data: the first 19 records as a preview:
Screens in order: Apaf1 inhib	697 NFkB inh	SENP8 block	Jurkat NFkB inh	EBI2 antag	UBC13 inh	Gli-Sufu block	CCR6 antag
1) CCOC(=O)C1=C(C)Nc2nc(C)nn2C1c1cc(OC)ccc1OC (stereo not drawn)
→ -2	6	5	-4	-4	2	-2	-4
2) O=C(COC(=O)c1ccc(N2CCCC2=O)cc1)c1ccc(OC(F)F)cc1
→ 0	-6	-5	7	3	-3	-14	11
3) O=C(Nc1ccc(NC(=O)c2ccccc2F)cn1)c1ccco1
→ -5	-48	21	-105	-6	-1	-51	7
4) COCC(C)NC(=S)NC(=O)c1cc(S(=O)(=O)N2CCOCC2)ccc1C (stereo not drawn)
→ 0	-13	1	-12	-15	-2	6	9
5) CCOC(=O)C1=C(O)/C(=C\c2ccc(CNC(=O)C(=O)Nc3ccccc3)o2)N=C1C
→ 8	23	-1	10	12	-13	6	-1
6) O=C(COC(=O)c1ccc2ncsc2c1)NCc1cccc(Cl)c1
→ 6	-15	5	10	-5	1	-12	11
7) O=C(O)c1cc(-c2ccc(Cl)s2)nc2ccccc12
→ 4	-18	-10	-4	13	17	-5	-6
8) COC(=O)c1ccc(C(=O)OC)c(NC(=S)N2CCC(C)CC2)c1
→ -1	-5	-4	-14	3	17	-9	8
9) O=S(=O)(Nc1ncccn1)c1ccc(NC(=S)N2CCN(c3cccc(C(F)(F)F)c3)CC2)cc1
→ 7	19	4	17	-4	-2	-1	-3
10) CC12CCC(C(=O)NNc3ccccc3)(OC1=O)C2(C)C (stereo not drawn)
→ -20	10	10	8	-13	6	-4	10
11) Fc1ccc(-c2cc(C(F)(F)F)n3ncnc3n2)cc1
→ 9	14	1	13	-1	14	-19	8
12) COc1cc(/C=C/C(=O)OCC(=O)NC(=O)C2COc3ccccc3O2)ccc1OC(F)F (stereo not drawn)
→ 1	16	8	2	-4	3	-6	7
13) CCCCCCOC(=O)CCc1c(C)nc(N)[nH]c1=O
→ 8	-4	-4	-23	3	-4	7	14
14) CC(=O)Nc1ccc(NC(=O)CCCNC(=O)c2ccc(Cl)cc2)cc1
→ -3	-10	-13	4	-8	-12	20	14
15) CC(=O)N1CCOc2ccc(S(=O)(=O)NCCc3ccc(S(N)(=O)=O)cc3)cc21
→ -10	-1	-6	-6	-3	0	-32	4
16) O=C1CCN(CCc2ccccc2)CCN1[C@H](COc1ccccc1)c1ccccc1
→ 19	-20	-7	12	10	10	12	8
17) Cc1ccc2cc(C#N)c(SCC(=O)N3CCCc4ccccc43)nc2c1C
→ 6	3	0	15	20	-5	10	-11
18) O=C(Cn1nc(-c2ccccc2)c2ccccc2c1=O)Nc1cccnc1
→ 12	-131	-1	-46	-4	-14	11	7
19) Cc1ccc(CN=Cc2[nH]c3ccc(Br)c(Cl)c3c2O)cc1
→ 36	1	1	-16	1	-36	9	13

The whole of this part, from the start:
Screens in order: Apaf1 inhib	697 NFkB inh	SENP8 block	Jurkat NFkB inh	EBI2 antag	UBC13 inh	Gli-Sufu block	CCR6 antag
1) CCOC(=O)C1=C(C)Nc2nc(C)nn2C1c1cc(OC)ccc1OC (stereo not drawn)
→ -2	6	5	-4	-4	2	-2	-4
2) O=C(COC(=O)c1ccc(N2CCCC2=O)cc1)c1ccc(OC(F)F)cc1
→ 0	-6	-5	7	3	-3	-14	11
3) O=C(Nc1ccc(NC(=O)c2ccccc2F)cn1)c1ccco1
→ -5	-48	21	-105	-6	-1	-51	7
4) COCC(C)NC(=S)NC(=O)c1cc(S(=O)(=O)N2CCOCC2)ccc1C (stereo not drawn)
→ 0	-13	1	-12	-15	-2	6	9
5) CCOC(=O)C1=C(O)/C(=C\c2ccc(CNC(=O)C(=O)Nc3ccccc3)o2)N=C1C
→ 8	23	-1	10	12	-13	6	-1
6) O=C(COC(=O)c1ccc2ncsc2c1)NCc1cccc(Cl)c1
→ 6	-15	5	10	-5	1	-12	11
7) O=C(O)c1cc(-c2ccc(Cl)s2)nc2ccccc12
→ 4	-18	-10	-4	13	17	-5	-6
8) COC(=O)c1ccc(C(=O)OC)c(NC(=S)N2CCC(C)CC2)c1
→ -1	-5	-4	-14	3	17	-9	8
9) O=S(=O)(Nc1ncccn1)c1ccc(NC(=S)N2CCN(c3cccc(C(F)(F)F)c3)CC2)cc1
→ 7	19	4	17	-4	-2	-1	-3
10) CC12CCC(C(=O)NNc3ccccc3)(OC1=O)C2(C)C (stereo not drawn)
→ -20	10	10	8	-13	6	-4	10
11) Fc1ccc(-c2cc(C(F)(F)F)n3ncnc3n2)cc1
→ 9	14	1	13	-1	14	-19	8
12) COc1cc(/C=C/C(=O)OCC(=O)NC(=O)C2COc3ccccc3O2)ccc1OC(F)F (stereo not drawn)
→ 1	16	8	2	-4	3	-6	7
13) CCCCCCOC(=O)CCc1c(C)nc(N)[nH]c1=O
→ 8	-4	-4	-23	3	-4	7	14
14) CC(=O)Nc1ccc(NC(=O)CCCNC(=O)c2ccc(Cl)cc2)cc1
→ -3	-10	-13	4	-8	-12	20	14
15) CC(=O)N1CCOc2ccc(S(=O)(=O)NCCc3ccc(S(N)(=O)=O)cc3)cc21
→ -10	-1	-6	-6	-3	0	-32	4
16) O=C1CCN(CCc2ccccc2)CCN1[C@H](COc1ccccc1)c1ccccc1
→ 19	-20	-7	12	10	10	12	8
17) Cc1ccc2cc(C#N)c(SCC(=O)N3CCCc4ccccc43)nc2c1C
→ 6	3	0	15	20	-5	10	-11
18) O=C(Cn1nc(-c2ccccc2)c2ccccc2c1=O)Nc1cccnc1
→ 12	-131	-1	-46	-4	-14	11	7
19) Cc1ccc(CN=Cc2[nH]c3ccc(Br)c(Cl)c3c2O)cc1
→ 36	1	1	-16	1	-36	9	13
20) CCCOc1ccc(OC(=O)c2ccc(Br)o2)cc1
→ 10	-14	-12	8	0	11	20	8
21) O=c1c2ccccc2ccc2ccc(P(=O)(O)O)cc12
→ -3	23	-6	1	-3	-16	19	9
22) Cn1c(SCc2ccc(Br)cc2)nnc1-c1ccncc1
→ -8	-2	-12	-23	-7	-2	11	-3
23) Cc1cc(N)n2ncc(-c3ccc(Cl)cc3)c2n1
→ 15	-72	-14	-89	10	0	-92	-20
24) S=c1[nH]nc(-c2ccccc2)n1/N=C/c1cccc(Br)c1
→ 5	-51	-6	-21	2	-17	26	7
25) CCc1ccc(OCC(=O)Nc2ccc(-c3cc4ccccc4oc3=O)c(OC)c2)cc1
→ 3	-25	1	23	-12	44	-12	5
26) CCSc1ncc(Cl)c(C(=O)Nc2cc(C)ccc2C)n1
→ 3	12	-5	-2	-7	-7	-6	7
27) Cc1ccc(O)c(C(=O)c2cc(C#N)c(=O)n(C(C)c3ccccc3)c2)c1 (stereo not drawn)
→ -3	3	-4	5	16	17	9	6
28) Cn1c(N)c(C(=O)COC(=O)/C=C/c2cccc(Cl)c2)c(=O)n(C)c1=O
→ 9	-6	-16	-2	-14	-4	-4	6
29) O=C(c1ccccc1)[C@@H]1[C@@H]2C(=O)N(c3ccc(F)cc3)C(=O)[C@@H]2C2CCCN21 (stereo partly drawn)
→ 10	-18	-5	-10	5	-11	8	10
30) O=C(CCn1cccc1)N1CCc2ccccc21
→ 12	-7	-14	-20	-1	-1	21	-5
31) C=CCNC(=O)C1CCC(CNc2nc(=S)[nH]c3ccccc23)CC1 (stereo not drawn)
→ -4	-2	2	5	6	2	-8	-6
32) CC1CCCCN1S(=O)(=O)c1ccc(C(=O)Nc2nnc(C3=COCCO3)o2)cc1 (stereo not drawn)
→ 2	-25	8	-1	15	-7	-12	19
33) O=C(O)C1CCC(Cn2c(SCc3cc(=O)n4ccccc4n3)nc3ccsc3c2=O)CC1 (stereo not drawn)
→ -5	19	2	11	-5	18	3	12
34) Brc1ccc(-c2nnc3sc(CN4CCN(c5ccccc5)CC4)cn23)cc1
→ 12	2	-11	0	75*	-4	4	-7
35) CCOC(=O)C1CCCN(C(=O)COc2ccc(C(=O)c3ccc(F)cc3)cc2)C1 (stereo not drawn)
→ -3	13	0	2	4	3	5	13
36) Nc1nc(CSc2ccccn2)nc(Nc2ccccc2)n1
→ 3	-134	2	-121	0	0	-107	-1
37) CC(OC(=O)CN1C(=O)NC2(CCCCC2C)C1=O)c1ccccc1 (stereo not drawn)
→ 1	6	-2	-1	-7	-14	-2	4
38) COc1cc(Br)c(CC(=O)NNC(=O)c2ccc(F)cc2)cc1OC
→ -1	16	-5	11	1	-8	4	0
39) COCC(C)NC(=O)c1noc2c1CCc1cc(OC)ccc1-2 (stereo not drawn)
→ -15	-43	12	-76	7	7	14	11
40) O=C(Nc1ccc(OC(F)(F)F)cc1)c1ccc(-n2cncn2)nc1
→ -6	-20	-2	8	23	6	x	8
41) COC(=O)c1ccc(N=NN2CCCCCC2)cc1
→ 16	-124	1	-101	7	-1	-81	6
42) CCOC(=O)C1=C(C)N=C2c3ccccc3C(=O)C2C1c1ccccc1 (stereo not drawn)
→ 6	10	-3	6	0	-37	28	25
43) COc1cc2[nH]c(C(=O)N3CCN(C)CC3)cc2c(OC)c1OC
→ 5	-12	-10	-14	4	-5	6	8
44) C[C@@H](NC(=O)c1[nH]cnc1C(=O)Nc1ccccc1)c1ccccc1
→ 18	-16	-9	9	-14	-9	-5	3
45) O=C(CN1CCCC1)Nc1ccccc1Cl
→ -7	10	1	13	-8	6	5	6
46) CCCC(=O)N(c1ccc2oc(C)c(C(C)=O)c2c1)S(=O)(=O)c1ccc(C)c([N+](=O)[O-])c1
→ 20	-9	-1	12	-6	-15	10	14
47) CC(C)C(=O)NCC(c1ccc2c(c1)OCO2)N1CCOCC1 (stereo not drawn)
→ -2	1	13	6	4	-1	4	-2
48) Cc1cccn2c(=O)c3cc(C(=O)NCC4CCCO4)c(=N)n(C4CCCCC4)c3nc12 (stereo not drawn)
→ 11	-32	2	-2	-3	5	42	1
49) N#Cc1nc(Cc2ccccc2)oc1NCCN1CCOCC1
→ -6	7	3	-8	-1	6	-1	2
50) COc1ccc(CCNS(=O)(=O)c2ccc(Br)cc2)cc1
→ 11	-1	2	-10	3	4	-5	10
51) CC(=O)N1c2c(cc(Br)cc2S(=O)(=O)NCc2ccc(C)cc2)CC1C (stereo not drawn)
→ 6	4	4	2	-3	2	1	11
52) O=C(/C=C/c1ccc([N+](=O)[O-])cc1)c1cccs1
→ -9	16	-7	-10	-9	-1	-4	-2
53) O=C(Cc1ccc(Cl)c(Cl)c1)Nc1ccc(SC(F)F)cc1
→ 14	-14	-18	-21	6	-22	-22	25
54) COC(=O)Oc1ccc(/C=N/NC(=O)CSCc2ccccc2Br)cc1OC
→ 11	-50	2	20	-16	2	-3	19
55) O=C(O)CC(c1ccccc1)N1C(=O)c2cccc([N+](=O)[O-])c2C1=O (stereo not drawn)
→ 3	15	-9	11	-1	4	1	-14
56) COc1ccc(C(CNC(=O)COc2ccccc2)N2CCCCC2)cc1 (stereo not drawn)
→ 0	-8	-12	10	12	4	16	11
57) O=C(CCS(=O)(=O)Cc1ccccc1)NCCc1ccccc1
→ -17	13	-1	3	-3	-3	-8	1
58) CC1CC(=O)N(CC(=O)Nc2ccc(Br)cc2)c2ccccc2S1(=O)=O (stereo not drawn)
→ 2	-20	-7	8	5	6	24	-8
59) CCCCNc1cc(C)nc(N2CCOCC2)n1
→ -6	5	-4	4	-1	7	-6	-15
60) CCCOc1ccc(OCCCCNC(C)CC)cc1 (stereo not drawn)
→ 0	4	0	10	-9	6	4	-6

Later entries.
Screens in order: Apaf1 inhib	697 NFkB inh	SENP8 block	Jurkat NFkB inh	EBI2 antag	UBC13 inh	Gli-Sufu block	CCR6 antag
61) Cc1ccc(NC(=O)CN2C(=O)NC(C)(c3ccccc3)C2=O)c(C)c1 (stereo not drawn)
→ 8	-4	-7	-13	5	-6	-18	13
62) CCCN(C(=O)c1cccc(S(=O)(=O)N2CCN(Cc3ccccc3)CC2)c1)C1CCS(=O)(=O)C1 (stereo not drawn)
→ 17	5	13	23	6	-2	-3	-1
63) Cc1ccc2c(c1)/C(=N/O)CCS2
→ 12	9	3	8	-4	2	3	4
64) CCC(=O)N1c2ccc(S(=O)(=O)CCC(=O)N3CCn4c3nc3ccccc34)cc2CC1C (stereo not drawn)
→ 16	-2	-2	-5	1	0	3	-5
